# ASM inhibitor: Inhibitors of Secretory Acid Sphingomyelinase (S-ASM): qHTS | Sphingomyelin phosphodiesterase (Homo sapiens), P17405 | AID 504937, 2011 | 340,000 tested, 0.006% active | Potency, µM (highest dose often 57.5 µM), inactives show at the highest dose activity change, negative = inhibition, hits mostly inhibitors | placental ASM, HMU-PC fluorogenic substrate, 60 min; also: potency is read from the fitted curve at half-maximal effect
#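 Human placenta-derived ASM preincubated with compound 10 min at room temperature, then reacted with 9 uM (final) fluorogenic HMU-PC substrate for 60 min at 37 C. Stop solution raises pH to 10; fluorescence read at Ex 386/Em 447 nm.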
# GALK inh: qHTS Assay for Inhibitors of Human Galactokinase (GALK). AID 1868, 2009. Purified GALK, Kinase-Glo residual ATP luminescence. 270,000 tested, 0.007% active. P51570. Potency, µM (doses to about 57.5 µM), for inactives: top-dose activity change, negative = inhibition, actives largely listed as inhibitors; also: potency is read from the fitted curve at half-maximal effect; % is scaled to controls: 0 for no effect and ±100 for the full control effect
# Target sequence (P51570 whole entry, looked up): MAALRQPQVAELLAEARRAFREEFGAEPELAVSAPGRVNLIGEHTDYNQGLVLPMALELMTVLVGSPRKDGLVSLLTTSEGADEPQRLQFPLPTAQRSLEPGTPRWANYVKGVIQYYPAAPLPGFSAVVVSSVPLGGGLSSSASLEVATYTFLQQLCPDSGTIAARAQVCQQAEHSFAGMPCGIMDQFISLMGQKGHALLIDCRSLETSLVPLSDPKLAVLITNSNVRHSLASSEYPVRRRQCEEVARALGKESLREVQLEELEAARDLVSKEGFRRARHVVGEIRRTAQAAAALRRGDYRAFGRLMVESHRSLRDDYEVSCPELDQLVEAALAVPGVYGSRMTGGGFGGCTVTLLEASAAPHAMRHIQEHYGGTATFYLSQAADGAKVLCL
#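 GALK at 5 nM final was combined with compound, 35 uM ATP and 100 uM galactose in HEPES pH8.0 with MgCl2 and DTT. The reaction ran one hour at room temperature before luminescent ATP detection.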
# Coupling enz: qHTS Assay for Inhibitors of Fructose-1,6-bisphosphate Aldolase from Giardia Lamblia: Coupling assay counterscreen. activity change, negative = inhibition, % at 58.2 µM, hits read low. coupling enzyme system counterscreen, AmpLite Red fluorescence. 290,000 tested, 0.67% active; in the data active = activity change below about -30%; also: % is scaled to controls: 0 for no effect and ±100 for the full control effect
#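 Activity here indicates interference with the coupling reaction, not aldolase inhibition. Compounds at 57.5 uM final met coupling enzymes for 10 min at RT; substrate and AmpLite Red detection followed, with a 525/598 nm fluorescence read after 20 min.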
# B2AR arrestin: qHTS assay of beta-arrestin-biased ligands of beta2-adrenergic receptor | Beta-2 adrenergic receptor (Homo sapiens), P07550 | beta-arrestin recruitment to beta2AR, cell-based reporter | Potency, µM (titrated, usually from 46.1 µM), for the others: at the top dose activation, usual class: activators | 330,000 tested, 0.02% active;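 also: potency is read from the fitted curve at half-maximal effect; 0% = DMSO controls and full agonism = EC100 isoproterenol or metaproterenol; nearly all actives have a fitted effect of over 65% in size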
# TSG101-PTAP inh: qHTS Assay for Iinhibitors of HIV-1 Budding by Blocking the Interaction of PTAP/TSG101. Fluorescence polarization, FITC-PTAP peptide / Tsg101 binding. 340,000 tested, under 10 active. AID 493005, 2010. Potency, µM (doses to about 115 µM), inactives show at the highest dose activity change, negative = inhibition, most hits filed as inhibitors; active = well fitted inhibition curve with a large enough effect in the main read-out, with a control signal flat, not every such curve was filed as active; inconclusive = small, poorly fitted or top-dose-only effect, or effect the other way, or a change in a side signal; inactive = no such curve, though single readings can be large or run the other way; also: potency is read from the fitted curve at half-maximal effect; % of control where 0% means no effect
#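 Fluorescence anisotropy tracks displacement of a FITC-tagged PTAP peptide (50 nM) from the Tsg101 binding domain (10 uM), following a 20 min room-temperature incubation at pH 7.5.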
# Chronic BCR inh: qHTS Assay to Find Inhibitors of Chronic Active B-Cell Receptor Signaling. AID 493014, 2011. 340,000 tested, 0.05% active. ABC-DLBCL IkBa-CBG/CBR reporter, luminescence ratio, 4 h. Potency, µM (titrated, usually from 46.1 µM), without a hit: at the top dose ratio change, negative = lower green/red ratio, hits mostly inhibitors; active = well fitted inhibition curve with a large enough effect in the signal ratio, with a control signal flat, not every such curve was filed as active; inconclusive = small, poorly fitted or top-dose-only effect, or effect the other way, or a change in a side signal; the % refers to the signal ratio;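 also: potency is read from the fitted curve at half-maximal effect; plate controls were basal doxycycline-induced cells for no effect and cells given 10 µM MG132 for full effect; MG132 reads +100%, hits lower the ratio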
#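 Doxycycline induced both beetle luciferases in TMD8 lymphoma cells; IKK-driven degradation limits the IkappaBalpha-fused green signal, while red luminescence normalises for cell number and nonspecific effects. Compounds tested up to 46 uM, 4 hrs.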
# Tb PFK block: qHTS Assay to Find Inhibitors of T. brucei phosphofructokinase; AID 485367, 2010; 330,000 tested, 0.17% active; Potency, µM (series often up to 57.5 µM), for the others: top-dose activity, negative = inhibition, most hits filed as inhibitors; T. brucei PFK, ADP-Glo luminescence;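 also: potency is read from the fitted curve at half-maximal effect; 0% = uninhibited 1x PFK enzyme wells and -100% = no-enzyme wells; nearly all actives have a fitted effect of over 60% in size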
#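 Activity is normalized to no-enzyme wells (full inhibition) and 1.25 nM enzyme wells (no inhibition). Reaction: 0.5 mM F6P, 0.1 mM ATP, 45 min RT, ADP-Glo luminescence; concentration-response curves fitted and classed by quality.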
# PKM2 act: qHTS Assay for Activators of Human Muscle isoform 2 Pyruvate Kinase; purified PKM2, Kinase-Glo ATP luminescence, activation; response scale: 0% is enzyme alone, no compound; Potency, µM (highest dose often 57.5 µM), inactives show top-dose activation, most hits filed as activators; 260,000 tested, 0.34% active; also: potency is read from the fitted curve at half-maximal effect; % is scaled to controls: 0 for no effect and ±100 for the full control effect; nearly all actives have a fitted effect of over 55% in size
#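 Kinase-Glo luminescence reports ATP generated from ADP (0.1 mM) and PEP (0.5 mM) by purified hPK-M2 after 1 h at room temperature, pH 7.2 imidazole buffer; intermediate enzyme activity allows detecting inhibitors and activators.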
# Integrin act MD: qHTS for Activators of Integrin-Mediated Alleviation for Muscular Dystrophy; alpha7betagal myoblasts, beta-gal FDG fluorescence, 48 h; Potency, µM (top dose mostly 38.3 µM), for inactives: top-dose activation, actives largely listed as activators; 350,000 tested, 0.064% active; AID 624291, 2012;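 also: potency is read from the fitted curve at half-maximal effect; 100% = response of the positive control SU9516; nearly all actives have a fitted effect of over 60% in size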
#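 alpha7betagal+/- myoblasts (passage 13, 250/well) treated 48 h at 37C with compounds at 1:260 dilution of DMSO stock. Lysed, then beta-galactosidase activity read as FDG fluorescence (ex 480/em 540) after 30 min, with pre-read for autofluorescence.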
# Menin MLL FP TR: qHTS Assay for Inhibitors Targeting the Menin-MLL Interaction in MLL Related Leukemias: Competition With Texas Red Labeled MLL-derived Mutant Peptide. Menin + Texas Red MLL mutant peptide, fluorescence polarization. Potency, µM (top dose mostly 61.6 µM), inactives show at the highest dose FP activity change, negative = inhibition, most hits filed as inhibitors. 270,000 tested, 0.23% active; active = well fitted inhibition curve with a large enough effect in the polarisation, with a control signal flat, not every such curve was filed as active; inconclusive = small, poorly fitted or top-dose-only effect, or effect the other way, or a change in a side signal; inactive = no such curve, though single readings can be large or run the other way; the % refers to the polarisation; also: potency is read from the fitted curve at half-maximal effect; % of control where 0% means no effect; many of its hits are not listed in these tables
# Target sequence (O00255 whole entry, looked up): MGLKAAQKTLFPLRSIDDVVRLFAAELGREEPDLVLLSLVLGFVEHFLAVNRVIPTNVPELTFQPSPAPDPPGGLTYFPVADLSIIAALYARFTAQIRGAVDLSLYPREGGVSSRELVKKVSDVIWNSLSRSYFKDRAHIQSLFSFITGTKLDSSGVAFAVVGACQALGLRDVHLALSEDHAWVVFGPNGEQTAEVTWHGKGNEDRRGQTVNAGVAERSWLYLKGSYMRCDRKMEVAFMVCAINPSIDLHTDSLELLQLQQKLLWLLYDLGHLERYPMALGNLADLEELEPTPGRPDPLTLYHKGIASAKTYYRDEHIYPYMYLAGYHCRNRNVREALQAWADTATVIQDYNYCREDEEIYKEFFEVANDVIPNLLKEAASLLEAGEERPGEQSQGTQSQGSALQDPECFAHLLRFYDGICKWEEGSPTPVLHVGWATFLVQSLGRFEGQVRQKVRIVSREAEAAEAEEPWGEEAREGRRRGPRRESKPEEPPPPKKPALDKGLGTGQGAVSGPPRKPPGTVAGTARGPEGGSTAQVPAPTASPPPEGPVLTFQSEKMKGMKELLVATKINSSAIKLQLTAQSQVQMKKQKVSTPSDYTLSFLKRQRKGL
# Giardia kill: Small Molecules that selectively kill Giardia lamblia: qHTS | Giardia lamblia trophozoite viability | activity change, % at 7.66 µM, hits read low | 340,000 tested, 0.15% active; in the data active = activity change below about -80%; inconclusive = between about -30% and that limit;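 also: parasites exposed to compound for two days anaerobically before the ATP read; % is scaled to controls: 0 for no effect and ±100 for the full control effect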
#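 Media and compound were dispensed first, then trophozoites at 100 cells/well; plates sat 48 hrs at 37 deg C without oxygen before ATP luminescence reagent was added and read after 15-30 min at room temperature.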
# The depositor's hits bear a star; u = inconclusive; x = not tested or not shown; [ ] = remark or other dose. Unless noted, calls follow the shape of the dose curve; as a rule, active = well fitted curve in the direction sought with a large enough effect; inconclusive = small, poorly fitted or top-dose-only effect, or another doubt; inactive = no such curve, though single readings can be large; an effect the other way counts as inactive or inconclusive. These rows are one share of the data; the hit share may differ from the screen's.
entry	SMILES	ASM inhibitor	GALK inh	Coupling enz	B2AR arrestin	TSG101-PTAP inh	Chronic BCR inh
1	Cc1ccc(C(=O)NCC(=O)NC2CCC(C)CC2)s1 (stereo not drawn)	2%	x	x	-0.2%	-7%	4%
2	CCCN(CC(=O)NC(=O)NC1CCCCC1)CC(=O)Nc1cc(Cl)ccc1Cl	-9%	x	x	0.4%	-3%	1%
3	CCOC(=O)c1cnn(-c2ccccc2)c1-n1cccc1C(=O)C(=O)Nc1ccccc1	-9%	3%	2	-0.3%	-4%	u
4	CC(C)CCOc1cccc(OCC(=O)Nc2ccncc2)c1	-3%	14%	5	-0.1%	-3%	-4%
5	C=CCn1c(SCC(=O)NC2CC2)nc2sc(CC)cc2c1=O	-1%	-2%	-1	0.0%	-3%	-1%
6	O=C(N/C(=C\c1ccc(Br)cc1)C(=O)N1CCCC1)c1ccccc1F	1%	1%	3	0.1%	1%	-4%
7	NC(=O)c1cccc2c3c([nH]c12)CCCC3	3%	0%	0	-0.6%	-4%	u
8	COc1ccc(CC(=O)NCCc2ccc(OC)c(OC)c2)cc1	-2%	-3%	0	-1.0%	-1%	3%
9	CN(Cc1ccno1)C(=O)CC1C(=O)NCCN1CC(c1ccccc1)c1ccccc1 (stereo not drawn)	5%	1%	-4	-0.7%	-1%	2%
10	CC(=O)Nc1ccc(S(=O)(=O)Nc2nnc(CC(C)(C)C)s2)cc1	-1%	-1%	0	0.6%	-2%	u
11	CCOC(=O)c1c(C)[nH]c(C(=O)N/N=C/c2ccc(Br)cc2)c1C	-2%	-1%	5	-0.6%	-1%	u
12	[O-][N+]1=C2CCC/C(=N\O)C2=NC12CCCCC2	-3%	3%	-4	0.1%	-9%	3%

entry	Tb PFK block	PKM2 act	Integrin act MD	Menin MLL FP TR	Giardia kill
1	2%	x	17%	x	-8
2	2%	x	-52%[inhibitor]	x	11
3	-7%	0%	12%	-2%	-22
4	-2%	7%	-45%[inhibitor]	-4%	5
5	-3%	6%	-60%	-16%	-18
6	0%	4%	-11%	-26%	-8
7	3%	5%	16%	-3%	5
8	-1%	x	-24%	-5%	-7
9	6%	0%	-20%	-8%	-1
10	0%	5%	-7%	u	-1
11	0%	-1%	-7%	14%	-1
12	1%	18%	8%	-2%[11.7 µM]	-4

# (cont.)
entry	SMILES	ASM inhibitor	GALK inh	Coupling enz	B2AR arrestin	TSG101-PTAP inh	Chronic BCR inh
13	CCc1cc(C(=O)N/N=C/c2ccc(O)cc2O)c2ccccc2n1	-4%	3%	x	1.0%	0%	u
14	CC(=O)Nc1ccc(SCCN2CC[C@@H](C)CCC2=O)cc1	2%	x	x	0.4%	-1%	u
15	Cc1nc(N2CCCCC2)sc1C(=O)c1ccc(SCCO)c([N+](=O)[O-])c1	-11%	0%	2	0.1%	-9%	-16%
16	COc1ccc(-n2c(C(C)n3nc(C)c([N+](=O)[O-])c3C)n[nH]c2=S)cc1 (stereo not drawn)	0%	-3%	2	0.1%	-3%	-1%
17	O=C(Cc1cccs1)Nc1cccc(-c2ccc3nncn3n2)c1	0%	-1%	0	-0.8%	-4%	-1%
18	C[C@H]1CN([C@@H](C)CO)C(=O)c2cccc(NC(=O)Nc3ccc(C(F)(F)F)cc3)c2O[C@@H]1CN(C)S(=O)(=O)c1ccc(Cl)cc1	u	x	x	-0.1%	-5%	u
19	CC(C)OC(=O)C(NC(=O)c1ccccc1)=C1CCCCC1	-2%	-2%	2	-0.1%	-5%	0%
20	CCN1CCN(c2oc(-c3ccc([N+](=O)[O-])cc3)nc2C#N)CC1	-4%	1%	5	8.6%	-1%	3%
21	CC(c1ccc(F)cc1)n1cc(C(=O)NCCN(C)C)nn1 (stereo not drawn)	3%	-3%	4	-0.3%	-4%	5%
22	CCOC(=O)C1CCCN(C(=O)c2cc3ncc(Br)cn3n2)C1 (stereo not drawn)	3%	-1%	1	-0.1%	-5%	-1%
23	CCCC1(C(=O)OCC)NC(c2ccc(N(C)C)cc2)C2C(=O)N(c3ccc(F)cc3)C(=O)C21 (stereo not drawn)	0%	0%	-2	-0.8%	2%	-1%
24	CN(C)NC(=O)c1csnc1-c1c(Cl)cccc1Cl	-1%	-1%	0	-0.5%	-3%	4%

entry	Tb PFK block	PKM2 act	Integrin act MD	Menin MLL FP TR	Giardia kill
13	0%	-12%	-12%	x	7
14	-16%	x	16%	x	37[activator]
15	3%	-7%	-47%[inhibitor]	26%	-12
16	-2%	-3%	-8%	-12%	3
17	3%	6%	-5%	-6%	-18
18	1%	x	-39%	x	11
19	11%	4%	3%	9%	-6
20	3%	-1%	-2%	x	-2
21	7%	5%	3%	11%	-15
22	-11%	0%	-10%	-15%	-8
23	-4%	3%	7%	15%	21
24	0%	1%	-6%	x	-7

# The listing continues:
entry	SMILES	ASM inhibitor	GALK inh	Coupling enz	B2AR arrestin	TSG101-PTAP inh	Chronic BCR inh
25	CC1(C)CC(=O)C2=C(C1)Nc1ccccc1NC2c1ccccn1 (stereo not drawn)	0%	0%	0	0.4%	0%	0%
26	Cc1ccccc1-c1nc(CS(=O)(=O)CC(=O)NCCc2ccccc2)c(C)o1	-2%	1%	-2	0.2%	-3%	-15%
27	O=C(NCCN1CCOCC1)c1ccc2c(c1)N(Cc1ccccc1)CCS2	373%[activator]	0%	-1	-0.4%	-2%	2%
28	CC(SCc1ccccc1)C(=O)N/N=C/c1cc2c(cc1Br)OCO2 (stereo not drawn)	-2%	-3%	-2	0.3%	-5%	u
29	Cc1ccc2nc3c(cc(C(=O)NCC4CCCO4)c(=N)n3CC3CCCO3)c(=O)n2c1 (stereo not drawn)	x	-3%	-2	-0.1%	-2%	0%
30	Cc1ccc(CNC(=O)CSCC(=O)O)cc1	0%	-1%	2	0.2%	-6%	u
31	O=C(/C=C/c1ccccc1)OCCN=C1NS(=O)(=O)c2ccccc21	-3%	1%	0	-1.0%	-2%	-8%
32	CCOCCCNC(=O)CCN1C(=O)c2ccccc2Sc2ncccc21	12%	-2%	1	0.2%	-2%	2%
33	Cc1nc(S(=O)(=O)N(C)Cc2ccccc2)c(C#N)c(C)c1Cl	0%	1%	6	-0.7%	-16%	-2%
34	COc1cccc(C(=O)OCc2cc(=O)oc3c(C)c(C)ccc23)c1OC	2%	15%	1	-0.1%	-2%	-9%
35	Cc1cc2occ(CC(=O)Nc3nnc(C4CC4)s3)c2cc1C	2%	0%	1	-0.3%	0%	-11%
36	CCOC(=O)C1CCN(S(=O)(=O)c2ccc(Cl)s2)CC1	5%	-2%	-1	-0.4%	-4%	6%

entry	Tb PFK block	PKM2 act	Integrin act MD	Menin MLL FP TR	Giardia kill
25	-24%	6%	13%	u	4
26	0%	x	-10%	-10%	-7
27	3%	0%	17%	0%[11.7 µM]	-3
28	-8%	0%	-21%	-4%	-4
29	4%	x	-15%	-9%	-2
30	2%	-5%	39%	-4%	-9
31	0%	x	14%	32%[activator]	-1
32	-4%	x	u	-15%	-1
33	1%	2%	-19%	-23%	-3
34	3%	5%	-15%	u	-5
35	5%	7%	-9%	x	1
36	1%	14%	5%	1%	0

# From no. 34 up to 36, copied from above:
entry	SMILES	ASM inhibitor	GALK inh	Coupling enz	B2AR arrestin	TSG101-PTAP inh	Chronic BCR inh
34	COc1cccc(C(=O)OCc2cc(=O)oc3c(C)c(C)ccc23)c1OC	2%	15%	1	-0.1%	-2%	-9%
35	Cc1cc2occ(CC(=O)Nc3nnc(C4CC4)s3)c2cc1C	2%	0%	1	-0.3%	0%	-11%
36	CCOC(=O)C1CCN(S(=O)(=O)c2ccc(Cl)s2)CC1	5%	-2%	-1	-0.4%	-4%	6%

entry	Tb PFK block	PKM2 act	Integrin act MD	Menin MLL FP TR	Giardia kill
34	3%	5%	-15%	u	-5
35	5%	7%	-9%	x	1
36	1%	14%	5%	1%	0
